Screening data (PubChem BioAssay)
GoLoco inh red: blocks human Gai1 binding to RGS12 GoLoco peptide, red readout. P63096. Gai1:RGS12 GoLoco peptide FP, rhodamine, 10 min. Potency, µM (series often up to 61.6 µM), for the others: at the top dose activity, negative = inhibition, hits mostly inhibitors. actives 0.44% (n = 230,000). AID 880; active = well fitted inhibition curve with a large enough effect, not every such curve was filed as active; inactive = no such curve, though single readings can be large or run the other way; also: nearly all actives have a fitted effect of over 30% in size; many of its hits are not listed in these tables
Target sequence (P63096 whole entry, looked up): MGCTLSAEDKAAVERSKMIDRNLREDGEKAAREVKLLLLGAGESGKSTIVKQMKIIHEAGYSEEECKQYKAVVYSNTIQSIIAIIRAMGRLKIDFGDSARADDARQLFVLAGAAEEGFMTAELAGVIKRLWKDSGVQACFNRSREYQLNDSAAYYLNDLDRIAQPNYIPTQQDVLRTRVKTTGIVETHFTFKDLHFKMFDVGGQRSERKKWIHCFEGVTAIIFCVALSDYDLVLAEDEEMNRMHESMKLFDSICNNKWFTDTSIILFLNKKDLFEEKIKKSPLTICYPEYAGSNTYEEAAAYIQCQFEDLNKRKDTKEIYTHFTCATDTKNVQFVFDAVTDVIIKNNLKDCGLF
Tau fibril FP: blocks human tau fibril formation measured by polarization; P10636; K18 P301L tau heparin fibrillization, Alexa594 FP, 6 h; Potency, µM (titrated, usually from 57.7 µM), for the others: top-dose activity, negative = inhibition, usual class: inhibitors; actives 0.39% (n = 280,000); AID 1468; also: nearly all actives have a fitted effect of over 55% in size
Target sequence (P10636 561-689 P618L limits assumed): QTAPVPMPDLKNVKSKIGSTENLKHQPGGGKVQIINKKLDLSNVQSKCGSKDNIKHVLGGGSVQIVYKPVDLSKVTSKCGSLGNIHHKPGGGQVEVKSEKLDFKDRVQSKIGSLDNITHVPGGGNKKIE
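Human K18 P301L fragment (15 uM unlabeled plus 0.24 uM Alexa 594-labeled) in 100 mM sodium acetate pH 7 with compound, aggregation induced by 20 uM heparin for 6 hr at 37 C. ThT (30 uM) added for 1 hr, then Alexa 594 FP read.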
TRb-SRC2 inh: TRbeta-SRC2 interaction inhibition. P10828. Potency, µM (top dose mostly 106 µM), without a hit: at the top dose activity change, negative = inhibition, usual class: inhibitors. AID 1469. actives 0.065% (n = 280,000). TRbeta-SRC2 peptide binding, fluorescence polarization; receptor liganded with 1 µM T3;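 also: plate controls were bound peptide for no effect and peptide without receptor for full effect; nearly all actives have a fitted effect of over 50% in size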
Target sequence (P10828 whole entry, looked up): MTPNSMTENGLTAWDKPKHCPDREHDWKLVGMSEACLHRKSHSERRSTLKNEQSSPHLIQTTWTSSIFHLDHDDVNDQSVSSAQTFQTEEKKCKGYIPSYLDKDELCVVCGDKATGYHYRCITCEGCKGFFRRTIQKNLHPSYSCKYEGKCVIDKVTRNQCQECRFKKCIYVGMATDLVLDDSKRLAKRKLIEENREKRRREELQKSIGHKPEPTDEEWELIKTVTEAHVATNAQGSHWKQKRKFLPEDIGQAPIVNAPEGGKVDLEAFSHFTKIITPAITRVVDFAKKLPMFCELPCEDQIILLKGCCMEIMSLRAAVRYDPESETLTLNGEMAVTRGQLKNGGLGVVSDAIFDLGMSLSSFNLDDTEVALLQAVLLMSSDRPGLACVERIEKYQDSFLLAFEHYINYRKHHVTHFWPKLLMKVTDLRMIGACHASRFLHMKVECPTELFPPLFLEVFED
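Each compound concentration gave % activity, normalized to unbound and bound Texas Red SRC2 controls, from polarization read after 5 hr ambient incubation with T3-loaded human TRb LBD.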
TR SRC2 fluor cs: Texas Red fluorescence interference in TRb-SRC2 counter-screen; TRb/SRC2 Texas Red total fluorescence interference; Potency, µM (doses to about 106 µM), for the others: at the highest dose fluorescence change, negative = quenching; actives 0.29% (n = 280,000); active = well fitted curve in either direction with a large enough effect; inconclusive = small, poorly fitted or top-dose-only effect
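Human TRb ligand-binding domain at 0.6 uM with 20 nM Texas Red SRC2 peptide in Tris buffer containing 1 uM T3 and 5% DMSO, incubated with compound 5 h at ambient temperature. Total fluorescence (555/632 nm) calculated as parallel + 2 × perpendicular.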
Tau fibril ThT: blocks human tau fibril formation measured by thioflavin T; P10636; actives 2.1% (n = 270,000); Potency, µM (highest dose often 57.4 µM), for inactives: top-dose activity, negative = inhibition, usual class: inhibitors; recombinant tau K18 P301L, heparin-induced fibrillization, ThT fluorescence; also: nearly all actives have a fitted effect of over 55% in size
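ThT emission at 510 nm, taken 1 hr after adding 30 uM dye, quantifies aggregates formed when 20 uM heparin acts on human tau K18 P301L for 6 hr at 37 C.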
L3MBTL1 inh: blocks human L3MBTL1; AlphaScreen L3MBTL1–H3K9me1 peptide binding; Q9Y468; Potency, µM (titrated, usually from 57.1 µM), for the others: at the highest dose activity, negative = inhibition, hits mostly inhibitors; actives 0.66% (n = 230,000); also: nearly all actives have a fitted effect of over 60% in size
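AlphaScreen proximity signal between nickel-chelate acceptor and streptavidin donor beads (final 10 ug/mL) reports binding of 50 nM L3MBTL1 to 75 nM biotin-H3 K9me1 peptide; complex incubated with compounds 30 min at room temperature; cefsulodin titration as control.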
JMJD2E inh: inhibitors of human JMJD2E histone demethylase | actives 1.6% (n = 230,000) | Potency, µM (highest dose often 57.1 µM), for inactives: at the top dose activity change, negative = inhibition, most hits filed as inhibitors | AID 2147 | JMJD2E catalytic domain, FDH-coupled NADH fluorescence (FDH is formaldehyde dehydrogenase) | B2RXH2; active = well fitted inhibition curve with a large enough effect, not every such curve was filed as active; inconclusive = small, poorly fitted or top-dose-only effect, or another doubt; inactive = no such curve, though single readings can be large or run the other way;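 also: 0% = wells with enzyme and -100% = buffer wells without enzyme; nearly all actives have a fitted effect of over 50% in size; many of its hits are not listed in these tables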
RECQ1 inh: RECQ1 (human) helicase inhibition; actives 0.54% (n = 240,000); RECQ1 DNA unwinding, red fluorescence kinetic read; Potency, µM (top dose mostly 57.3 µM), without a hit: at the highest dose activity, negative = inhibition, actives largely listed as inhibitors;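 also: plate controls were vehicle for no effect and no enzyme for full effect; nearly all actives have a fitted effect of over 30% in size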
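RECQ1T1 50 nM; forked duplex (20 bp + 30-nt ss tails) 200 nM, ATP 2 mM final; pH 8.0, 2 mM MgCl2, 2.5 ug/ml poly(dI-dC); 15 min compound preincubation; discontinuous kinetic read over 2 h at RT.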
* hit, by the source's call; i = inactive; ? = inconclusive; / = not tested or not shown; [ ] = dose if it differs, or a comment. Unless noted, calls follow the shape of the dose curve; as a rule, active = well fitted curve in the direction sought with a large enough effect; inconclusive = small, poorly fitted or top-dose-only effect, or another doubt; inactive = no such curve, though single readings can be large; an effect the other way counts as inactive or inconclusive. Unless noted, % is scaled to controls: 0 for no effect and ±100 for the full control effect; potency is read from the fitted curve at half-maximal effect.

# | Molecule | GoLoco inh red | Tau fibril FP | TRb-SRC2 inh | TR SRC2 fluor cs
1 | CCC(=O)N(C)CCc1cc2c(c(OC)c1/C=N/NS(=O)(=O)c1ccc(C)cc1)OCO2 | 1% | 0% | 3% | -7%
2 | O=C(C1CCN(S(=O)(=O)c2cccc3cccnc23)CC1)N1CCN(c2ccc(Cl)cc2)CC1 | 10% | 14% | 9% | -1%
3 | O=C1CCc2cc(S(=O)(=O)NC(Cc3ccccc3)C(=O)NCC3CCCO3)ccc2N1 (stereo unspecified) | 18% | 15% | -4% | -6%
4 | CC(C)NC(=O)c1cc2cc([N+](=O)[O-])ccc2s1 | -4% | 0% | -1% | -7%
5 | CC1(C)Cc2c(cnn2-c2ccccc2)C(=O)/C1=N\NC(=O)c1ccccc1N | 6% | 8% | -12% | 2%
6 | Cc1ccccc1C(=O)Nc1cccc(N)c1 | 7% | 0% | 5% | 0%
7 | COC(=O)[C@@H](NC(=O)O[C@@H]1C(=O)c2ccc(OC)cc2O[C@H]1c1ccc2c(c1)OCO2)C(C)C | 1% | 0% | 2% | -2%
8 | CCN1CCN(C(c2cccs2)C(C)NC(=O)C(C)C)CC1 (stereo unspecified) | 4% | 6% | 0% | -3%
9 | CCC(=O)Nc1ccc(C(=O)NNC(=O)Cc2ccccc2)cc1 | 4% | 6% | 3% | 3%
10 | O=C(N/C(=C/c1cccs1)C(=O)N1CCCCCC1)c1ccccc1 | 3% | 9% | 2% | -4%

# | Tau fibril ThT | L3MBTL1 inh | JMJD2E inh | RECQ1 inh
1 | -5% | -4% | 1% | -8%
2 | ? | 0% | 2% | -11%
3 | ? | / | 0% | -7%
4 | -10% | 1% | -4% | -3%
5 | -20% | / | 4% | i
6 | -10% | -3% | 7% | i
7 | -12% | / | -24% | -5%
8 | 4% | -21% | 8% | -4%
9 | 3% | 1% | 6% | 4%
10 | -9% | 4% | 4% | -6%

Overlap with the part before: 5 compounds; new compounds follow.
# | Molecule | GoLoco inh red | Tau fibril FP | TRb-SRC2 inh | TR SRC2 fluor cs
6 | Cc1ccccc1C(=O)Nc1cccc(N)c1 | 7% | 0% | 5% | 0%
7 | COC(=O)[C@@H](NC(=O)O[C@@H]1C(=O)c2ccc(OC)cc2O[C@H]1c1ccc2c(c1)OCO2)C(C)C | 1% | 0% | 2% | -2%
8 | CCN1CCN(C(c2cccs2)C(C)NC(=O)C(C)C)CC1 (stereo unspecified) | 4% | 6% | 0% | -3%
9 | CCC(=O)Nc1ccc(C(=O)NNC(=O)Cc2ccccc2)cc1 | 4% | 6% | 3% | 3%
10 | O=C(N/C(=C/c1cccs1)C(=O)N1CCCCCC1)c1ccccc1 | 3% | 9% | 2% | -4%
11 | Cc1nn2c([nH]c(=O)c3ccccc32)c1C=O | 7% | -2% | -10% | 0%
12 | CCN1C(=O)C2(SC(NC(C)=O)=NN2C(C)=O)c2cc(C)cc(C)c21 (stereo unspecified) | -18% | -5% | 0% | 0%
13 | CC(C)CNC(=O)COC(=O)c1ccc(Cl)c(S(=O)(=O)N2CCc3ccccc32)c1 | 4% | -4% | 2% | 2%
14 | COC(=O)c1cn(NC(=O)c2cnccn2)c(=O)c2ccccc12 | -2% | -9% | -4% | 0%
15 | CCOC(=O)Cc1nn(C(C)C)c(=O)c2ccccc12 | -2% | 3% | 1% | -2%
16 | CCOc1ccc(NC(=O)CSc2nnc(NC(=O)Nc3ccccc3)s2)cc1 | / | ? | -4% | 0%
17 | CCc1ccc2nc(SCC(=O)N3CC(=O)Nc4ccccc43)c(C#N)cc2c1 | -4% | 7% | -5% | -3%
18 | CC1=C(c2ccc(C)cc2)S(=O)(=O)N(Cc2ccc(C(=O)Nc3ccc(F)cc3C)cc2)C1=O | / | 2% | -16% | ?
19 | O=c1[nH]c2cc3c(cc2cc1CN(Cc1cccnc1)C(=S)NCc1ccco1)OCCO3 | 128%[activator] | 7% | -4% | -6%
20 | COc1cccc(/C=N/NC(=O)c2cccc([N+](=O)[O-])c2)c1OS(=O)(=O)c1ccc(C)cc1 | 9% | 7% | 2% | -1%

# | Tau fibril ThT | L3MBTL1 inh | JMJD2E inh | RECQ1 inh
6 | -10% | -3% | 7% | i
7 | -12% | / | -24% | -5%
8 | 4% | -21% | 8% | -4%
9 | 3% | 1% | 6% | 4%
10 | -9% | 4% | 4% | -6%
11 | 9% | 5% | -10% | i
12 | -7% | 2% | 10% | -4%
13 | 4% | -1% | -13% | i
14 | -3% | -28% | ? | -2%
15 | -5% | -3% | 2% | -1%
16 | ? | / | / | /
17 | ? | 11% | -8% | -2%
18 | -10% | / | / | /
19 | 1% | ? | 4% | 2%
20 | -11% | -10% | 2% | -3%

The results go on:
# | Molecule | GoLoco inh red | Tau fibril FP | TRb-SRC2 inh | TR SRC2 fluor cs
21 | O=C(C1=C[C@@H]2[C@H]3C(=O)N(c4ccccc4Cl)C(=O)[C@H]3[C@@H](C(=O)c3ccc(Cl)cc3)N2C=C1)c1ccccc1 | 94%[activator] | -9% | 0% | 8%
22 | CCCCNC(=O)/C(=C/c1ccccc1)NC(C)=O | -4% | -9% | -12% | 2%
23 | Fc1cccc(Cl)c1CSc1nnc(CNc2ccccc2)o1 | -1% | 10% | -2% | 0%
24 | O=C(NCc1ccc(Cl)cc1)C(=O)Nc1nccs1 | 5% | -1% | -5% | 1%
25 | CC(C)Sc1nsc2nc(=O)c(/C=C3\C=Nc4ccccc43)c(N)n12 | 15% | -13% | 3% | -10%
26 | COc1ccc(OC)c(NC(=O)c2cc3sccc3n2C)c1 | 8% | 11% | -7% | 1%
27 | CCCCC1S/C(=N/N=C/c2cccs2)NC1=O (stereo unspecified) | 2% | -2% | -2% | -1%
28 | Cc1ccc(S(=O)(=O)N2CCCCC2)cc1C(=O)Nc1ncn[nH]1 | -1% | 0% | 1% | -1%
29 | Cc1csc(N(C(=O)c2cccc(S(=O)(=O)N3CCCC3)c2)c2ccccc2)n1 | 22% | -7% | -20% | 1%
30 | COc1ccc(NC(=O)CSC2=C(C#N)C(c3ccco3)C3=C(CCCC3=O)N2)c(OC)c1 (stereo unspecified) | 82%[activator] | 1% | 4% | 0%

# | Tau fibril ThT | L3MBTL1 inh | JMJD2E inh | RECQ1 inh
21 | 22µM* | -7% | ? | -26%
22 | -4% | 2% | 10% | 7%
23 | -17% | 3% | -2% | -22%
24 | 0% | 9% | ? | i
25 | ? | -5% | -23% | -5%
26 | ? | -11% | -17% | i
27 | -4% | -13% | -5% | i
28 | -8% | -16% | 15% | -19%
29 | -8% | / | -11% | -6%
30 | -6% | / | ? | 0%

Continuation:
# | Molecule | GoLoco inh red | Tau fibril FP | TRb-SRC2 inh | TR SRC2 fluor cs
31 | COc1ccc(N2CCN(S(=O)(=O)c3ccc(-c4ccno4)cc3OC)CC2)cc1 | / | ? | -22% | -57%
32 | COc1ccc(C(=O)COc2ccccc2C(N)=O)cc1 | 6% | 2% | -6% | -6%
33 | Cc1ccc(NC(=O)CCNS(=O)(=O)c2ccc3c(c2)oc(=O)n3C)cc1C | -6% | 3% | -4% | -1%
34 | CCOc1ccc(NC(=O)c2cccc(OC(=S)N3CCOCC3)c2)cc1 | -2% | -12% | 5% | -1%
35 | CCOc1ccc(/C=N/n2cc(-c3ccccc3)[nH]c2=S)cc1 | 8% | -5% | 6% | -3%
36 | Cc1c(C(=O)O)sc2nc(CSc3ncc(C(F)(F)F)cc3Cl)[nH]c(=O)c12 | 9% | -4% | -2% | 0%
37 | O=C(Nc1cccnc1)Nc1ccccn1 | 5% | -2% | -5% | -2%
38 | Cc1c(C(=O)NCc2ccccc2)sc2nc3n(c(=O)c12)CCC3 | / | 6% | -3% | -2%
39 | COc1ccc2c(C)cc(SCC(=O)Nc3nsc(-c4ccc(C)cc4)n3)nc2c1 | -2% | -3% | 9% | 0%
40 | Cc1ccc(NC(=O)c2c(C(=O)Nc3ccccc3)sc3nc(C)cc(=O)n23)c(C)c1 | / | ? | -4% | -61%

# | Tau fibril ThT | L3MBTL1 inh | JMJD2E inh | RECQ1 inh
31 | -8% | / | / | /
32 | -16% | -3%[11.4 µM] | -29% | 1%
33 | 4% | 1% | 4% | i
34 | -8% | 1% | -31% | -9%
35 | ? | -29% | ? | -11%
36 | -21% | ? | 7% | -1%
37 | -8% | / | 5% | 1%
38 | -14% | / | / | /
39 | ? | 3% | -30% | i
40 | -16% | / | / | /

The list continues:
# | Molecule | GoLoco inh red | Tau fibril FP | TRb-SRC2 inh | TR SRC2 fluor cs
41 | Cc1cccnc1CN1CCN(C(=O)c2cc(COc3ccc4ncccc4c3)on2)CC1 | 11% | 1% | -8% | -5%
42 | O=C(COC(=O)c1n[nH]c2ccccc12)Nc1cccc(S(=O)(=O)N2CCOCC2)c1 | -9% | -8% | 0% | 1%
43 | CC(C)S(=O)(=O)c1oc(-c2ccc(F)cc2)nc1S(=O)(=O)c1ccc(F)cc1 | / | -15% | -1% | -5%
44 | COc1ccc([N+](=O)[O-])cc1NC(c1nnc(-c2ccccc2)o1)c1ccccc1F (stereo unspecified) | / | -10% | -1% | -1%
45 | O=C(Cn1nc(C(F)F)cc1C1CC1)NCCC1=CCCCC1 | 2% | -4% | -2% | -2%
46 | COc1ccc(-n2cc3c(c2-c2cccc(Br)c2)c(=O)n(C)c(=O)n3C)cc1OC | / | -10% | 0% | -1%
47 | O=C(CSc1nc2ncc(Cl)cc2[nH]1)N(Cc1ccccc1)C1CCS(=O)(=O)C1 (stereo unspecified) | 6% | 5% | -2% | -3%
48 | CCOC(=O)CSc1nc2ccccc2c(=O)n1CCc1ccc(OC)c(OC)c1 | / | 3% | 6% | ?

# | Tau fibril ThT | L3MBTL1 inh | JMJD2E inh | RECQ1 inh
41 | ? | -20% | -22% | i
42 | -1% | / | ? | -4%
43 | ? | / | / | /
44 | 3% | / | / | /
45 | -2% | / | 0% | i
46 | -1% | / | / | /
47 | -6% | / | -1% | -2%
48 | -5% | / | / | /

Not all compounds are listed (hit frequency here may not be typical).
